Assay outcomes (PubChem)
PLAP activator: human PLAP activation; AID 696; 1.2% of 96,000 active; activation fold at 20 µM; P05187; purified PLAP enzyme, luminescent substrate read-out; active compounds read high; in the data active means activation fold above about 2
ERa SRC1 pot: ER-alpha (human) coactivator binding potentiation. TR-FRET ERalpha-LBD/SRC-Cy5 coactivator binding, 2 h; 100 = basal binding, no effect. 1.3% of 86,000 active. coactivator binding (% of control), % at 25.6 µM. P03372; in the data active means activity above about 200%;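 further: binding measured in presence of low estradiol as agonist stimulus; 0% = peptide alone without receptor and 100% = receptor with peptide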
ERb coact inh: blocks coactivator binding to human estrogen receptor beta. TR-FRET ER-beta LBD / SRC1-Cy5 peptide binding; receptor agonist-loaded with 1 µM estradiol. 1.3% of 86,000 active. inhibition, % at 25.6 µM. Q92731;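 active means compounds whose percent inhibition of the receptor-coactivator binding signal exceeds about 50% in the single-dose screen, limit read from the data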;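 further: 0% = receptor plus peptide wells without compound and 100% = peptide-only wells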
ERa coact inh: blocks coactivator binding to human estrogen receptor alpha. P03372. TR-FRET ER-alpha LBD / SRC-1 peptide, estradiol-bound. inhibition, % at 25.6 µM. 1.7% of 86,000 active; in the data active means inhibition above about 50%;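 further: 0% = receptor plus peptide control and 100% = peptide only without receptor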
E coli WT exp: E. coli BW25113 growth inhibition, expanded screen. AID 710. growth inhibition, % at 100 µM. 0.15% of 98,000 active. OD600 absorbance;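 active means growth inhibition above about 50% at one test dose, limit read from the data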;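 further: growth measured after 20 h incubation at 37 °C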
FAK inh: inhibitors of human focal adhesion kinase; Q05397; biochemical FAK kinase activity assay; inhibition, %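 (tested at 7 µM)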; 0.84% of 97,000 active; in the data active means inhibition above about 19%;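 further: 0% = DMSO and 100% = reference compound high control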
Target sequence (Q05397 whole entry, looked up): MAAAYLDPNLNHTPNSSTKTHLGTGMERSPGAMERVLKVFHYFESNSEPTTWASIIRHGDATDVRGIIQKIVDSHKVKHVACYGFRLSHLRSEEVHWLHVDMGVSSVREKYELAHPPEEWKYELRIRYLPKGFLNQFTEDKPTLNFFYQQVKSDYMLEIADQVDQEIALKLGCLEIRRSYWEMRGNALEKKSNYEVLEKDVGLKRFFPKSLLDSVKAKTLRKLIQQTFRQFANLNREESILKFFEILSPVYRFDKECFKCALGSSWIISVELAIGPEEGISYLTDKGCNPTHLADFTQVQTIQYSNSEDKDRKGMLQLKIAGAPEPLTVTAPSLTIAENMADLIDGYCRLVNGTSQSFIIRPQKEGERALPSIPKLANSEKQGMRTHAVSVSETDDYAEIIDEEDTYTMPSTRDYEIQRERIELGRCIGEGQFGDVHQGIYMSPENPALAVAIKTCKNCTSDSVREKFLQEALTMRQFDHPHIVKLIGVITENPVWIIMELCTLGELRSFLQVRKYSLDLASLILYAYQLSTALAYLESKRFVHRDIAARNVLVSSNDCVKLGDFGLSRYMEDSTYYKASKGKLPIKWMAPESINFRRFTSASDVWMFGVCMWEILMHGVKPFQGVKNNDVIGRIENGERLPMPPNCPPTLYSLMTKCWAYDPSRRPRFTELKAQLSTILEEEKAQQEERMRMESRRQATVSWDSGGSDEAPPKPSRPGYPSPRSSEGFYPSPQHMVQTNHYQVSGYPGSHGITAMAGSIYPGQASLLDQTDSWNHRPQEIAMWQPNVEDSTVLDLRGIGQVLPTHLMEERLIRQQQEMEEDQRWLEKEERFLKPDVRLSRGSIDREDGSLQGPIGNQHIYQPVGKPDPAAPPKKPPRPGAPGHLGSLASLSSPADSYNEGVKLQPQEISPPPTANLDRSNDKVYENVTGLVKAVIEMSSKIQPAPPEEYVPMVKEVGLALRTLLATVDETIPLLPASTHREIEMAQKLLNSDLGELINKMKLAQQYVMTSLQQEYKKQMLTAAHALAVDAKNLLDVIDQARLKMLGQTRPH
MT1-MMP txn act: activates MT1-MMP transcription. HT1080 MT1-MMP promoter luciferase reporter, luminescence, overnight; active compounds read high. activation factor at 10 µM. 0.16% of 86,000 active. AID 750;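 active means activation factor of at least 2 for MT1-MMP transcription at 10 µM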
Mac1 fbg enh: CD11b/CD18-fibrinogen binding enhancement. activation, % at 10 µM. AID 1499. K562 CD11b/CD18 adhesion to fibrinogen, ATPlite luminescence. 0.07% of 93,000 active;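 active means 10 µM primary screen giving 50% or more activity, confirmed by 40% or more on retest at that dose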; further: strong numbers were not always called active; reference of the scale not given here
Mac1 fbg inh: blocks human CD11b/CD18 adhesion to fibrinogen; inhibition, % at 10 µM; AID 1497; P05107+P11215; 0.54% of 93,000 active; K562 CD11b/CD18 adhesion to fibrinogen, ATPlite luminescence; Mn2+ added to activate the integrin;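 active means primary inhibition of 50% or more at 10 µM, then 40% or more on retest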; further: some results filed as inactive read as strong as hits
Numbers without * were called inactive; · = not tested or not shown; [ ] = another dose, or the depositor's remark.

Under each structure – ERa coact inh | ERa SRC1 pot | FAK inh | E coli WT exp | Mac1 fbg inh | MT1-MMP txn act | Mac1 fbg enh | ERb coact inh | PLAP activator
c1ccc(Sc2ncnc3c2oc2ccccc23)nc1
→ 33[fluorescence artefact?] | 79 | 9 | 0 | 2 | 1.6 | 0 | 8[fluorescence artefact?] | 1.2
CS(=O)(=O)N(CC(=O)N1CCCCC1)c1sc2c(c1C#N)CCCC2
→ -6 | 103 | 4 | 3 | · | 1.1 | · | 2 | ·
Cc1cc([N+](=O)[O-])nn1CC(=O)NCc1cccs1
→ · | · | -7 | 12 | -12 | · | 8 | · | 0.9
COc1ccc2c(c1)c1ccccc1n2C
→ 10 | 95 | 2 | 2 | · | 1 | · | 5 | 1.1
COc1ccc(-c2cc(-c3ccc(OC)cc3)nc(-c3ccc4c(c3)NC(=O)CO4)c2)cc1
→ · | · | 1 | -6 | 5 | · | -3 | · | 1.5
Cc1cc(NC(=O)c2ccc(N3C(=O)CCC3=O)cc2)no1
→ -4 | 97 | -1 | 3 | 7 | 1.1 | -1 | -10 | 1.1
CCCCCn1c(=O)[nH]c2cc(C(=O)O)ccc2c1=O
→ -14 | 105 | · | -1 | 13 | 1 | 6 | -4[fluorescence artefact?] | 1.3
CCN(CC)S(=O)(=O)c1ccc(N=Nc2c(C)[nH]n(C(N)=S)c2=O)cc1
→ -8[fluorescence artefact?] | 93[fluorescence artefact?] | -3 | · | · | 1.5 | · | -5 | ·
COc1ccccc1C(=O)Nc1nnn(C)n1
→ -3 | 100 | 4 | -5 | -9 | 1.1 | 1 | -14[fluorescence artefact?] | 1
O=C(Cn1cc(C(=O)c2cccs2)c2ccccc21)NCc1cccs1
→ 5 | 153 | -2 | -17 | -25 | 1.4 | 3 | 10 | 1.3
CCCCN(CCCC)S(=O)(=O)c1ccc(NS(=O)(=O)c2ccc(NC(C)=O)cc2)cc1
→ 10 | 81 | -2 | -12 | 3 | 1.1 | -3 | 3[fluorescence artefact?] | 1.5
Cc1ccc(-c2nnc(N3CCN(C(=O)Cn4c(=O)n(C)c5ccccc54)CC3)c3ccccc23)cc1
→ -4 | 112 | 0 | 0 | -4 | · | -1 | 3 | 1.5
CC(C)(C)c1ccc(C(=O)Nc2ccc(N3CCOCC3)cc2)cc1
→ 19 | 75[fluorescence artefact?] | 2 | 0 | 3 | 0.9 | -5 | 10[fluorescence artefact?] | 0.9
CC(=NC(C)C)C1=C(O)CCC1=O
→ -6 | 113[fluorescence artefact?] | · | · | -11 | 1.1 | -4 | -3 | 1
C[N+](C)(C)CCCC(=O)c1ccc2c(c1)OCO2
→ 15 | 78 | 3 | -6 | 3 | 1.1 | -6 | 29 | 1
Cc1cc(NC(=O)COc2cccc(Oc3ccccc3)c2)no1
→ · | · | -2 | -3 | 3 | 1.2 | 0 | · | 0.9
Cc1nc(NC2=NCN(CCN3CCOCC3)CN2)nc2c(C)cccc12
→ 3 | 99 | 1 | · | · | 1.2 | · | 12 | ·
CCOC(=O)c1ccc(Nc2ncnc3ccc(C)cc23)cc1
→ 14 | 117 | 14 | -2 | -1 | 1.1 | -4 | 24 | 0.9
O=C(c1cc2sccc2n1Cc1ccc(F)cc1)N1CCc2ccccc21
→ -25[fluorescence artefact?] | 197[fluorescence artefact?] | -1 | · | · | 1.2 | · | -11[fluorescence artefact?] | ·
CCNC(=O)COc1ccc(S(=O)(=O)Nc2ccccc2)cc1
→ -1 | 105 | -1 | -1 | -7 | 1.1 | 0 | -12 | 1.2

The closing 2 compounds of the section above open the next one:
Under each structure – ERa coact inh | ERa SRC1 pot | FAK inh | E coli WT exp | Mac1 fbg inh | MT1-MMP txn act | Mac1 fbg enh | ERb coact inh | PLAP activator
O=C(c1cc2sccc2n1Cc1ccc(F)cc1)N1CCc2ccccc21
→ -25[fluorescence artefact?] | 197[fluorescence artefact?] | -1 | · | · | 1.2 | · | -11[fluorescence artefact?] | ·
CCNC(=O)COc1ccc(S(=O)(=O)Nc2ccccc2)cc1
→ -1 | 105 | -1 | -1 | -7 | 1.1 | 0 | -12 | 1.2
CCCCNC(=O)c1onc(CSc2ccc(C(C)C)cc2)c1C(=O)O
→ · | · | -3 | -9 | 11 | · | -4 | · | 1.2
CN1CCN(c2oc(COc3ccc(-c4ccccc4)cc3)nc2C#N)CC1
→ -11 | 101 | 10 | -4 | 13 | 1.1 | -2 | 0 | 1.7
Cc1cc(NC(=O)CSc2nc(CCC3CCCC3)nc3ccccc23)no1
→ · | · | -12 | -17 | -32 | 0.9 | -3 | · | 1
Cc1cc(C)c2c(n1)nn1c(N3CCN(c4ccccc4C)CC3)cc(C)nc21
→ 2[fluorescence artefact?] | 402*[fluorescence artefact?] | 0 | · | · | 1.4 | · | 17[fluorescence artefact?] | ·
Cc1nn(-c2ccccn2)c2nc(-c3cccs3)cc(C(=O)NCc3ccco3)c12
→ 9 | 88 | -1 | -7 | -11 | 1.2 | -3 | 25 | 1.6
CCCC(C)NCC(=O)Nc1ccccc1-c1ccccc1 (stereo unspecified)
→ · | · | -2 | -4 | 4 | · | -3 | · | 1.7
COc1ccc2c(CC(=O)NCC3CCC(C(=O)O)CC3)cc(=O)oc2c1 (stereo unspecified)
→ -1 | 105 | -1 | -3 | · | 1 | · | -1 | 1
CCS(=O)(=O)N1CCC(c2nc(-c3ccc(C(F)(F)F)cc3)no2)CC1
→ -10 | 105 | -2 | -2 | 5 | 1.3 | -2 | -18 | 1
CCCCN=CC1=C(O)C(C(=O)OC)C(C)(C)CC1=O (stereo unspecified)
→ -3 | 106 | 2 | -2 | -3 | 1 | 4 | -4 | 1
COc1ccc(-c2nnc(SCC(=O)c3cccs3)o2)c(OC)c1
→ 0 | 95 | 3 | -2 | -3 | 1.6 | 0 | -13 | 1
COc1ccc(C2=NOC(CN3C(=O)c4ccccc4S3(=O)=O)C2)cc1 (stereo unspecified)
→ -16 | 92 | 0 | 9 | -2 | 1.2 | -2 | -12 | 0.8
[O-][n+]1onc2c1CCc1c-2nn(-c2ccccc2Cl)[n+]1[O-]
→ -7 | 115 | 2 | 7 | 7 | 1 | -3 | -4 | 1.1
CN(C(=O)C1CCCO1)c1nnc(-c2ccncc2)s1 (stereo unspecified)
→ 5[fluorescence artefact?] | 106 | 2 | 7 | -11 | 1.1 | -2 | 1 | 0.9
COc1ccc2[nH]c3c(c2c1)CCn1c-3nc2ccccc2c1=O
→ 80* | 35 | · | -4 | 4 | 0.4 | 3 | 40[fluorescence artefact?] | 1
Cc1ccc(-c2n[nH]c3c2CCC3)cc1
→ 9[fluorescence artefact?] | 101 | 4 | 27 | -7 | 1.2 | 1 | 4[fluorescence artefact?] | 1.6
COc1ccc(C2C(C(=O)NCC3CCCO3)c3cc(OC)c(OC)cc3C(=O)N2C)cc1OC (stereo unspecified)
→ 10 | 109 | · | 5 | -53 | 1 | 3 | -4[fluorescence artefact?] | 1.5
C/C(=N\NC(=O)c1ccc(C)cc1)C1C(=O)c2ccccc2C1=O
→ 2[fluorescence artefact?] | 72[fluorescence artefact?] | 0 | · | · | 1 | · | 39 | ·
Cn1c(=O)n(CCOc2ccc(Cl)cc2Cl)c2ccccc21
→ -6 | 145[fluorescence artefact?] | 13 | -5 | -33 | · | 0 | 5 | 0.8
COc1ccccc1-c1cc(C(F)(F)F)nc(S(=O)(=O)CCCC(=O)N2CCOCC2)n1
→ -2 | 104 | 1 | 5 | 16 | · | 1 | 4 | 1.2
O=C(Cn1ncc2c(=O)oc3ccccc3c21)N1CCCc2ccccc21
→ · | · | 4 | -2 | -8 | 1.1 | 0 | · | 1

The listing continues:
Under each structure – ERa coact inh | ERa SRC1 pot | FAK inh | E coli WT exp | Mac1 fbg inh | MT1-MMP txn act | Mac1 fbg enh | ERb coact inh | PLAP activator
O=C(OC1CCS(=O)(=O)c2sccc21)c1ccccc1 (stereo unspecified)
→ -3 | 99 | -3 | 3 | -10 | 1.1 | 0 | 21 | 1
CCCCc1nc(N2CCOCC2)c(C#N)c2c1COC(C)(C)C2
→ · | · | 3 | 13 | -16 | 1.1 | 0 | · | 1
CC(C)N1C(=O)C2C(C(=O)NC3CCCCC3)C3C=CC2(O3)C1C(=O)NC1CCCC1 (stereo unspecified)
→ -4 | 102 | 2 | -3 | 4 | 1.1 | -6 | -4 | 1.1
CCCn1c(SCC(=O)N2CCCc3ccccc32)nnc1-c1ccccn1
→ -8 | 98 | -6 | 2 | -29 | 1 | -4 | 3 | 1.2
CCCC(c1nnnn1CC(=O)OCC)N(Cc1cc2c(C)cc(C)cc2[nH]c1=O)C1CCCC1 (stereo unspecified)
→ 0[fluorescence artefact?] | 122 | 1 | -11 | -8 | 1.2 | -5 | 18[fluorescence artefact?] | 1.3
COc1ccccc1C(=O)Nc1ccc(CN2CCCCC2)cc1
→ 1 | 99 | -5 | 7 | · | 1.1 | · | 1 | 1.2
CCCS(=O)(=O)c1c(S(=O)(=O)CCC)c2cnccn2c1C(=O)c1ccc(Cl)cc1
→ -3 | 107 | 0 | -4 | 2 | 1.2 | 2 | 0 | 1.6
COc1cc2ccccc2cc1C(=O)N1CCN(C)CC1
→ -1[fluorescence artefact?] | 97 | 1 | 0 | 0 | 1.2 | -4 | 11[fluorescence artefact?] | 1
CC(=O)Nc1ccc(C(=O)CSc2ncn(-c3ccccc3)n2)cc1
→ 10 | 75[fluorescence artefact?] | 2 | -1 | -6 | 1.3 | 0 | 2[fluorescence artefact?] | 1
Cc1cc(OCC(=O)N2CCOCC2)c(C(C)C)cc1Cl
→ -20 | 117 | 3 | -3 | -39 | 1 | 7 | -15 | 1.1
Cc1nn(C(=O)N2CCOCC2)c(C)c1C
→ -43 | 116 | -1 | · | · | 1.1 | · | -18[fluorescence artefact?] | ·
Cc1nn2c(-c3cccc(NC(=O)c4ccco4)c3)nnc2c2ccccc12
→ · | · | -2 | 0 | 5 | 1 | 11 | · | 1.2
CCOCCn1c(SCc2ccc(F)cc2)nc2c1c(=O)[nH]c(=O)n2C
→ 4 | 106 | -4 | -11 | 3 | 1.2 | 16 | 0 | 0.9
Cc1cc(NC(=O)C(C)Oc2ccc(Cl)cc2Cl)n(-c2ccccc2)n1 (stereo unspecified)
→ 7[fluorescence artefact?] | 114 | 0 | 2 | -8 | 1.1 | 8 | 0[fluorescence artefact?] | 1.6
CC(C)CCn1cnc2c(c1=O)c1nc3ccccc3nc1n2Cc1ccc2c(c1)OCO2
→ 3[fluorescence artefact?] | 122[fluorescence artefact?] | 1 | -11 | -22 | 1.1 | -4 | 8 | 0.8
CCC(C)Sc1nc2c(cnn2-c2ccc(C)cc2)c(=O)[nH]1 (stereo unspecified)
→ 4[fluorescence artefact?] | 526*[fluorescence artefact?] | -3 | -9 | -3 | 1.1 | 27 | 43[fluorescence artefact?] | 1.3
CC(C)Sc1nnc(Nc2ccccc2)s1
→ -1 | 98 | 8 | 16 | -2 | 1.3 | -2 | -6 | 0.8
S=C1NC(c2ccccc2)=NCN1c1ccc(Cl)cc1
→ -3 | 102[fluorescence artefact?] | 0 | 4 | 1 | 1 | -1 | -3 | 0.9
COc1cc2cc(C(c3nnnn3C(C)(C)C)N3CCc4ccccc43)c(=O)[nH]c2cc1OC (stereo unspecified)
→ -7 | 98[fluorescence artefact?] | -6 | 12 | 1 | 1 | -4 | 0 | 1.5
CCOC(=O)C1=C(O)/C(=C/c2cn(CC(=O)NCC3CCCO3)c3ccccc23)SC1=Nc1ccc(C)cc1 (stereo unspecified)
→ 78* | 56[fluorescence artefact?] | 7 | · | · | 1.1 | · | 45 | ·
CN(C)S(=O)(=O)c1ccc2oc(SCC(=O)NCC(F)(F)F)nc2c1
→ -1 | 96 | -2 | -3 | 10 | 1.2 | 8 | 23[fluorescence artefact?] | 1
CC1(C)CC(=O)C2=C(C1)NC(=O)CC2c1cc(F)ccc1F (stereo unspecified)
→ -2 | 119 | -3 | 4 | · | 1.1 | · | 0 | 1
Cc1cccc(CN2CCN(CC(=O)NCc3ccc(F)cc3)C2=O)c1
→ 6[fluorescence artefact?] | 81 | 0 | · | · | 1.3 | · | -2 | ·
